Screening data (PubChem)
ROS inducer – raises reactive oxygen species in U2OS cancer cells; U2OS ROS induction, H2DCF-DA fluorescence; ROS induction (% of piperlongumine), % at 10 µM; actives 2% (n = 46,000); AID 624156; in the data active = ROS induction above about 79%, passing the limit was not always enough; inconclusive = no clear call, values can overlap the other calls;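 note: 0% = DMSO vehicle median and 100% = reference compound median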
An asterisk follows results filed as active; ? = inconclusive. A portion of the library (hit frequency here may not be typical).

mol,ROS inducer
C[C@@H]1CN([C@@H](C)CO)C(=O)c2cccc(NC(=O)CCCCCC(=O)Nc3ccccc3N)c2O[C@@H]1CN(C)C(=O)NC1CCCCC1,-10.8
C[C@@H]1CN([C@@H](C)CO)C(=O)c2cccc(NS(=O)(=O)c3ccc(Cl)cc3)c2O[C@H]1CN(C)S(=O)(=O)c1ccc(F)cc1,-6.0
C[C@@H]1CN([C@@H](C)CO)C(=O)Cc2cc(NC(=O)Nc3ccc(C(F)(F)F)cc3)ccc2O[C@@H]1CN(C)C(=O)NC1CCCCC1,21.7
O=C(COc1ccccc1OC(=O)c1ccc(Cl)cc1)NCc1ccccc1Cl,13.7
COC(=O)c1cc2sccc2n1Cc1cc(=O)n2ccccc2n1,-12.3
O=C(NO)c1cccc(C(=O)N/N=C/c2ccc3c(c2)CCO3)c1,5.8
C[C@@H]1CN([C@@H](C)CO)C(=O)c2cc(NS(=O)(=O)c3ccc(Cl)cc3)ccc2O[C@H]1CN(C)C(=O)Nc1ccccc1,-7.4
COc1ccc(CN(C)C[C@@H]2Oc3c(NS(C)(=O)=O)cccc3C(=O)N([C@@H](C)CO)C[C@@H]2C)cc1,-4.3
COc1ccc(Cl)cc1NC(=S)NCCn1cc(Br)cn1,-2.1
CC(C)(C)c1nc(=S)[nH][nH]1,1.9
CSc1cccc(NC(=O)CSc2nnc(C)s2)c1,-1.2
O=C(Cn1cnc(SCc2ccccc2)n1)Nc1cccc(C(F)(F)F)c1,-14.2
CCCc1nc2c(C)cc(-c3nc4ccccc4n3C)cc2n1Cc1ccc(-c2ccccc2C(=O)O)cc1,22.6
NCCCCCCNC(=O)[C@H]1C[C@H]2C(=O)N[C@@H](Cc3ccccc3)C(=O)N2[C@H]1c1cccc(OCCO)c1,-2.5
C[C@H](CO)N1C[C@H](C)[C@@H](CN(C)Cc2ccncc2)Oc2ccc(NC(=O)CCCN(C)C)cc2C1=O,19.5
Cc1ccccc1NC(=O)COc1ccc(C)c([N+](=O)[O-])c1,113.7*
O=S(=O)(NCC1COc2ccccc2O1)c1ccc(S(=O)(=O)c2ccccc2)s1 (centres undefined),2.7
Cc1noc(C)c1NC(=O)Nc1ccc2c(c1)CC(=O)N([C@H](C)CO)C[C@@H](C)[C@H](CN(C)C(=O)NC1CCCCC1)O2,-3.2
NNC(=O)c1cccc(C(F)(F)F)n1,-5.8
CCC(C(=O)Nc1ccccc1C(=O)N1CCOCC1)N1C(=O)c2ccccc2C1=O (centres undefined),-10.5
C[C@H](CO)N1C[C@H](C)[C@H](CN(C)C)Oc2ccc(NC(=O)Nc3cccc4ccccc34)cc2CC1=O,2.0
C[C@H]1CN([C@@H](C)CO)C(=O)Cc2cc(NC(=O)Nc3cccc4ccccc34)ccc2O[C@H]1CN(C)S(=O)(=O)c1ccccc1,18.8
O=C(COC(=O)c1cccs1)c1ccc2c(c1)OCCO2,4.0
COc1ccc(S(=O)(=O)N(C)C[C@@H]2Oc3c(NC(=O)c4nc5ccccc5s4)cccc3C(=O)N([C@H](C)CO)C[C@H]2C)cc1,24.8
C[C@@H]1CN([C@@H](C)CO)C(=O)c2cccc(NC(=O)CCCCCC(=O)Nc3ccccc3N)c2O[C@H]1CN(C)C(=O)Nc1ccc(C(F)(F)F)cc1,9.1
C[C@H](CO)N1C[C@H](C)[C@H](CN(C)C(=O)Nc2ccc(C(F)(F)F)cc2)Oc2ccc(NC(=O)Nc3cccc4ccccc34)cc2C1=O,29.4
CC1CCN(S(=O)(=O)c2cc(Br)cnc2N)CC1,-9.7
C=C[C@H]1[C@H](O[C@@H]2O[C@H](CO)[C@@H](O)[C@H](O)[C@H]2O)OC=C(C(=O)OC)[C@H]1C[C@@H]1N[C@H](C(=O)O)Cc2c1[nH]c1ccccc21,68.3
C[C@H](CO)N1C[C@H](C)[C@H](CN(C)Cc2ccc(Oc3ccccc3)cc2)Oc2ccc(NC(=O)C3CCCCC3)cc2C1=O,-4.2
O=C(CCCC(=O)N1CCc2ccccc21)N1CCc2ccccc21,-12.6

Individual results from the results shown:
In ROS inducer, C=C[C@H]1[C@H](O[C@@H]2O[C@H](CO)[C@@H](O)[C@H](O)[C@H]2O)OC=C(C(=O)OC)[C@H]1C[C@@H]1N[C@H](C(=O)O)Cc2c1[nH]c1ccccc21 has 68.3
In ROS inducer, C[C@@H]1CN([C@@H](C)CO)C(=O)c2cccc(NC(=O)CCCCCC(=O)Nc3ccccc3N)c2O[C@@H]1CN(C)C(=O)NC1CCCCC1 has -10.8
In ROS inducer, C[C@H]1CN([C@@H](C)CO)C(=O)Cc2cc(NC(=O)Nc3cccc4ccccc34)ccc2O[C@H]1CN(C)S(=O)(=O)c1ccccc1 has 18.8

Next part
mol,ROS inducer
O=C(CSc1nc2ccccc2s1)c1cc2ccccc2o1,8.7
Cc1ccc(CC(CC(=O)O)C(=O)Nc2ccc(Cl)cc2)cc1 (centres undefined),0.0
CCOc1ccccc1Oc1c(C)oc2cc(O)ccc2c1=O,1.0
CCCn1c(=N)c(C(=O)OC)cc2c(=O)n3ccccc3nc21,17.1
CCc1ccc(NC(=O)CSC2=Nc3ccccc3C3=NC(C(C)C)C(=O)N23)cc1 (centres undefined),29.5
O=C(N/N=C/c1c[nH]c2ccccc12)c1ccccc1O,12.4
Cc1cccc(-c2n[nH]c(S(C)(=O)=O)c2C#N)c1,11.0
C[C@@H]1CCCCO[C@@H](CN(C)C(=O)Nc2ccc(C(F)(F)F)cc2)[C@@H](C)CN([C@H](C)CO)C(=O)c2cc(NS(=O)(=O)c3ccccc3)ccc2O1,101.7*
COc1ccc(CN(C)C[C@H]2OCCCC[C@@H](C)Oc3ccc(NS(=O)(=O)c4ccccc4)cc3C(=O)N([C@H](C)CO)C[C@@H]2C)cc1,16.2
C[C@H](CO)N1C[C@H](C)[C@H](CN(C)C(=O)NC2CCCCC2)Oc2ccc(NS(=O)(=O)c3cccs3)cc2C1=O,-3.4
C[C@@H]1CN([C@H](C)CO)C(=O)Cc2cc(NC(=O)Nc3cccc4ccccc34)ccc2O[C@@H]1CN(C)C,-5.4
NS(=O)(=O)c1ccc(NC(=O)CSC2=NCCS2)cc1,-15.4
C[C@H]1CN([C@@H](C)CO)C(=O)c2cccc(NC(=O)C3CCOCC3)c2O[C@H]1CN(C)Cc1ccncc1,-3.3
COc1ccc(CNCC(C)NCc2ccc(OC)c(OC)c2)cc1OC (centres undefined),-8.7
C[C@@H]1CCCCO[C@@H](CN(C)C(=O)Nc2ccccc2)[C@@H](C)CN([C@H](C)CO)C(=O)c2cc(NS(C)(=O)=O)ccc2O1,-4.0
O=S(=O)(NCc1nc(-c2ccccc2)no1)c1ccc(F)cc1,5.3
CCCC1O[C@@H]2C[C@H]3[C@@H]4CCC5=CC(=O)C=C[C@]5(C)[C@H]4[C@@H](O)C[C@]3(C)[C@]2(C(=O)CO)O1 (some centres undefined),7.2
Cc1noc(C)c1NC(=O)N(C)C[C@H]1Oc2ccc(NC(=O)CCN3CCOCC3)cc2C(=O)N([C@@H](C)CO)C[C@H]1C,-10.2
Cc1noc(C)c1S(=O)(=O)Nc1ccc2c(c1)C(=O)N([C@H](C)CO)C[C@H](C)[C@H](CN(C)Cc1ccncc1)OCCCC[C@@H](C)O2,4.8
C[C@@H]1CN([C@@H](C)CO)C(=O)c2cc(NC(=O)NC3CCCCC3)ccc2O[C@H]1CN(C)S(=O)(=O)c1ccccc1,17.2
C[C@@H]1CCCCO[C@H](CN(C)S(C)(=O)=O)[C@@H](C)CN([C@H](C)CO)C(=O)c2cc(NS(=O)(=O)c3ccc(F)cc3)ccc2O1,5.7
CC(C)NC(=O)N(C)C[C@@H]1OCCCC[C@@H](C)Oc2ccc(NC(=O)CCCCCC(=O)Nc3ccccc3N)cc2C(=O)N([C@H](C)CO)C[C@@H]1C,6.9
O=C(CCC(=O)c1ccc(Oc2ccccc2)cc1)Nc1cccnc1,5.9
C[C@@H]1CN([C@@H](C)CO)C(=O)c2cc(NC(=O)CCN3CCOCC3)ccc2O[C@@H]1CN(C)Cc1ccccc1,-4.9
Cc1ccc2nc3ccc(N4CCC(Cc5ccccc5)CC4)nn3c(=O)c2c1,10.3
CC1=CC(=O)C2C(C)(C)CC(O)CC2(C)C1(O)CO (centres undefined),?
O=C(O)C1=C[C@@H](c2ccc3c(c2)Cc2ccccc2-3)C[C@@H](OCc2ccc(CO)cc2)O1,-1.7
C[C@@H]1CN([C@@H](C)CO)C(=O)Cc2cc(NC(=O)CCC(F)(F)F)ccc2O[C@@H]1CN(C)Cc1ccc(Cl)c(Cl)c1,34.9
CCOC1(NC(=O)c2ccccc2)C(C)=CC(=O)C=C1C,5.9
COc1ccc(/C=N/NC(=O)c2ccccc2O)c(OC)c1,4.6

Reformatted as labelled records: 3 of the compounds above.
smiles: Cc1noc(C)c1NC(=O)N(C)C[C@H]1Oc2ccc(NC(=O)CCN3CCOCC3)cc2C(=O)N([C@@H](C)CO)C[C@H]1C
  ROS inducer: -10.2
smiles: Cc1noc(C)c1S(=O)(=O)Nc1ccc2c(c1)C(=O)N([C@H](C)CO)C[C@H](C)[C@H](CN(C)Cc1ccncc1)OCCCC[C@@H](C)O2
  ROS inducer: 4.8
smiles: C[C@@H]1CN([C@@H](C)CO)C(=O)c2cc(NC(=O)NC3CCCCC3)ccc2O[C@H]1CN(C)S(=O)(=O)c1ccccc1
  ROS inducer: 17.2

Next part.
mol,ROS inducer
Cc1c(Cl)cccc1NC(=S)NCc1cccn1C,7.0
C[C@@H]1CN([C@@H](C)CO)C(=O)Cc2cc(NC(=O)Cn3cnnn3)ccc2O[C@@H]1CN(C)C(=O)Nc1cccc2ccccc12,3.0
O=C(NCc1cccc2ccccc12)C(c1ccccc1)c1ccccc1,31.5
CC(C)OC(=O)CCN1C(=O)/C(=C/c2ccccc2)SC1=S,35.9
C[C@@H]1CN([C@@H](C)CO)C(=O)c2cc(NC(=O)C3CCCCC3)ccc2O[C@@H]1CN(C)S(=O)(=O)c1cn(C)cn1,-0.7
COc1ccccc1NC(=O)Cn1c(=O)oc2ccccc21,-12.2
Cc1csc2sc(C=NCc3cccs3)c(C)c12,-1.3
Cc1noc(C)c1NC(=O)N(C)C[C@@H]1Oc2ccc(NC(=O)NC3CCCCC3)cc2C(=O)N([C@@H](C)CO)C[C@@H]1C,-10.1
C[C@H](CO)N1C[C@H](C)[C@H](CN(C)Cc2ccncc2)Oc2c(NC(=O)Nc3ccc(C(F)(F)F)cc3)cccc2C1=O,-6.2
C[C@@H]1CN([C@H](C)CO)C(=O)c2cccc(NC(=O)c3nc4ccccc4s3)c2O[C@@H]1CN(C)C(=O)Nc1cccc2ccccc12,-0.2
Cc1c(Cl)cccc1NC(=O)COc1cc(O)c2c(=O)cc(-c3ccccc3)oc2c1,-4.5
C[C@@H]1CN([C@@H](C)CO)C(=O)c2cc(NS(=O)(=O)c3ccccc3)ccc2O[C@H]1CN(C)C(=O)Nc1ccccc1,-7.6
C[C@@H]1CN([C@@H](C)CO)C(=O)c2cccc(NC(=O)C3CC3)c2O[C@H]1CN(C)C,3.6
CCOC(=O)c1cnc(-c2ccccc2)nc1NCc1ccccc1,18.3
C[C@H]1CN([C@@H](C)CO)C(=O)c2cccc(NS(=O)(=O)c3ccc(Cl)cc3)c2O[C@@H]1CN(C)C(=O)Nc1ccc(C(F)(F)F)cc1,4.0
CC(=O)Nc1ccccc1NC(=O)COc1ccc(Br)cc1Cl,2.7
C[C@H](CO)N1C[C@H](C)[C@H](CN(C)C(=O)Nc2ccc(F)cc2)Oc2ncc(-c3ccc(F)cc3)cc2C1=O,10.8
C[C@@H]1CN([C@H](C)CO)C(=O)c2cccc(NS(=O)(=O)c3cccs3)c2O[C@@H]1CN(C)CC1CC1,10.8
O=C(N/N=C/c1cc(O)ccc1[N+](=O)[O-])c1ccccc1O,6.7
Cc1cc(C)c(NC(=O)CSc2nnc(-c3ccncc3)n2-c2ccc(F)cc2)c(C)c1,-42.7
CNC[C@@H]1Oc2ccc(NC(=O)NC(C)C)cc2C(=O)N([C@@H](C)CO)C[C@H]1C,-0.6
C[C@@H]1CN([C@H](C)CO)C(=O)c2cc(NC(=O)CCCCCC(=O)Nc3ccccc3N)ccc2O[C@@H]1CN(C)C(=O)Nc1ccc(F)cc1,21.6
Cc1cc(N(CC(N)=O)S(C)(=O)=O)ccc1Br,-5.3
Cc1cc(C)c(OCC(=O)Nc2cccc(NC(=O)c3ccccc3C)c2)c(Br)c1,-3.7
C[C@@H]1CN([C@H](C)CO)C(=O)Cc2cc(NS(=O)(=O)c3ccccc3)ccc2O[C@@H]1CN(C)C(=O)Nc1cccc2ccccc12,-3.3
C[C@@H]1CN([C@@H](C)CO)C(=O)c2cccc(N(C)C)c2O[C@H]1CN(C)C(=O)Nc1cccc2ccccc12,4.2
Cc1ccc(-c2nc(SC(CC(=O)O)c3ccccc3)n[nH]2)cc1 (centres undefined),-11.0
C[C@@H]1CN([C@@H](C)CO)C(=O)Cc2cc(NS(=O)(=O)c3cccs3)ccc2O[C@@H]1CN(C)Cc1ccc(C(=O)O)cc1,10.3
COc1ccc(C#Cc2ccc3c(c2)[C@]2(C(=O)N3)[C@H](C(=O)N3CCCCCCC3)[C@H]3C(=O)O[C@H](c4ccccc4)[C@H](c4ccccc4)N3[C@@H]2c2ccc(O)cc2)cc1,-13.2
CC(C)NC(=O)N(C)C[C@H]1Oc2ccc(NC(=O)C3CCCCC3)cc2CC(=O)N([C@@H](C)CO)C[C@@H]1C,-15.4
Cc1noc(C)c1S(=O)(=O)Nc1ccc2c(c1)C(=O)N([C@H](C)CO)C[C@H](C)[C@@H](CN(C)Cc1ccc(Cl)c(Cl)c1)OCCCC[C@@H](C)O2,34.1
COc1cc2c(cc1OC)CN(S(=O)(=O)c1c(C)nn(C)c1C)CC2,-1.1
NC(N)=Nc1nc(-c2ccc(-c3ccccc3)cc2)cs1,-1.8
C[C@@H]1CN([C@@H](C)CO)C(=O)Cc2cc(NC(=O)Nc3ccccc3)ccc2O[C@@H]1CN(C)C,0.4
COc1ccc(CN(C)C[C@@H]2Oc3ccc(NC(=O)Nc4c(C)noc4C)cc3C(=O)N([C@@H](C)CO)C[C@H]2C)cc1,-6.7
